Pf Dd2 growth = blocks in vitro growth of P. falciparum Dd2; Potency, µM (top dose mostly 28.9 µM), for inactives: at the highest dose activity, negative = inhibition, hits mostly inhibitors; actives 4.3% (n = 120,000); AID 1347417; P. falciparum Dd2 growth, SYBR Green, 72 h; active = well fitted inhibition curve with a large enough effect; inconclusive = small, poorly fitted or top-dose-only effect; inactive = no such curve, though single readings can be large or run the other way;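 note: plate controls were DMSO vehicle for no effect and reference drug for full effect; nearly all actives have a fitted effect of over 65% in size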
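Readout: SYBR Green fluorescence, 485 nm excitation, 535 nm emission, after ~16 h lysis at 37C. Before that, Dd2-infected red cells (2.5% hematocrit) grew 72 h with compound, 29 uM top final concentration.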
Numbers without * were called inactive; i = inactive; ? = inconclusive; [ ] = remark or other dose. Potency is the fitted concentration of half-maximal effect.

SMILES	Pf Dd2 growth
COCCNC(=O)[C@@H]1C[C@H](Oc2ccccc2)CN1C(=O)Cc1cccc(F)c1	-0.7%
CC(=O)NC[C@H]1CCN(S(=O)(=O)c2ccc3c(c2)CCC3)C[C@H]1N(C)C	?
CCOc1nccnc1NC1CCN(C(=O)c2cccnc2)CC1	55.6%[activator][5.79 µM]
OCc1ccc(CN2Cc3[nH]cnc3C[C@H]2c2nc(-c3ccc4ccccc4c3)no2)o1	?
O=C(CCS(=O)(=O)c1ccccc1)N[C@H]1[C@@H]2CCO[C@@H]2[C@@H]1C1CCCC1	-5.3%
CCOC(=O)c1c(NC(=O)Cc2coc3ccc(CC)cc23)sc2c1CCC2	6.5%
O=C(N[C@@H]1CN(C(=O)Nc2ccccc2)CCC[C@H]1O)c1ccc(O)cc1	?
CCOc1ccccc1NC(=O)C(C)Sc1nc2c(c(=O)[nH]1)CCCC2 (stereo unspecified)	i
CC(C)CNC(=O)N1CC[C@H]2C(=O)NCCCCCCN(Cc3ccncc3)[C@@H]2C1	0.7%
O=C(c1cccs1)N1CC[C@@H]2[C@@H](CCC(=O)N2CCc2cnc[nH]2)C1	-5.0%
Cc1ccc(C(=O)N2CCC3(CC2)NC(=O)N(c2ccc(F)cc2)N3)cc1	-4.9%
CCn1cc(C(=O)NCCc2ccc(C)cc2)c(=O)c2cc(S(=O)(=O)N(C)C)ccc21	63.0%[activator]
CC(C)(CC1Cc2ccccc2C1)NC(=O)C1CC2(CCNCC2)CN1 (stereo unspecified)	?
CCCCOc1ccccc1NC(=O)Cn1c(-c2cncs2)nc2ccccc21	-6.4%
CN(CCc1ccccn1)c1ccc(-c2nc(COc3ccccc3)no2)cn1	?
Cc1ccc(N2CCN(C(=O)c3c4c(nc5ccccc35)C(=O)N(C3CCCCC3)C4)CC2)c(C)c1	24.4%
COCCc1nncn1C1CCN(S(=O)(=O)c2ccc(Cl)cc2)CC1	-19.6%
Cc1ccc(C(=O)N2CCN(c3cc(-c4ccc(Cl)cc4)[nH]n3)CC2)c(C)c1	-19.3%
COCC(=O)N1CC(C(=O)N2CCCCC2)[C@H](c2ccncc2)C1 (stereo partly specified)	-1.2%
CCn1c(=O)c2ccnn2c2ccc(C(=O)NCc3ccccc3)cc21	i
CCN(CC)C(=O)c1c(-c2ccccc2)noc1[C@H](C)O	-7.9%[44.1 µM]
O=C(c1ccc(C(F)(F)F)cc1)N1CCCC2(CC(c3ccccc3)=NO2)C1 (stereo unspecified)	7.9%
O=C(N[C@H]1CCOC[C@H]1C1CCOCC1)c1ccoc1	2.5%
CCn1c(=O)c2sccc2n2c(CCC(=O)N3CCN(c4ccc(C(C)=O)cc4)CC3)nnc12	14.9%
CCOc1ccc(C2c3[nH]c4ccccc4c3CCN2C(=O)CCC2CCCC2)cc1 (stereo unspecified)	-10.4%
CC(C)NC(=O)[C@@H](C)C1CC[C@@]2(C)CC[C@H](NC(=O)c3cccc(F)c3)[C@@H](C)[C@@H]2[C@H]1O (stereo partly specified)	-14.7%[44.1 µM]
CS(=O)(=O)N1CC(C(=O)Nc2ccc(N3CCOCC3)cc2)C2(CCCCC2)C1 (stereo unspecified)	-8.3%
O=C(NCc1cccnc1)C1CCN(C(=O)c2ncn3c2COC(c2ccc(F)cc2)C3)CC1 (stereo unspecified)	i
CN(CCc1ccccc1)CC[C@@H]1CC[C@H](O)[C@@H](C(=O)N(C)Cc2ccccc2)O1	?
COc1ccccc1C(=O)N1c2ccccc2C(C)(c2ccc(Cl)cc2)CC1(C)C (stereo unspecified)	8.91µM*
O=c1[nH]c(C2CCCN([S+](=O)([O-])c3cccc(C(F)(F)F)c3)C2)nn1-c1ccccc1 (stereo unspecified)	-0.7%
O=C(CSc1oc(-c2ccco2)nc1S(=O)(=O)c1ccc(Cl)cc1)Nc1ccc(F)cc1	67.3%[activator]
CCC(C(=O)NCc1ccccc1)n1nc(C)c2sc3ccccc3c2c1=O (stereo unspecified)	13.8%
CNC(=O)[C@@H](CC(C)C)N1CCC[C@H]1C(=O)N1CCN(C)CC1	1.4%[44.1 µM]
Cn1ncc2c(C(=O)N3CCOCC3)cc(-c3cc(Cl)cc(Cl)c3)nc21	?
CCc1ccccc1NC(=O)C1CCCN(C(=O)c2cnn(-c3ccccc3)c2-n2cccc2)C1 (stereo unspecified)	-13.6%

Structures shown so far with an NH in an aromatic ring (six):
SMILES	Pf Dd2 growth
OCc1ccc(CN2Cc3[nH]cnc3C[C@H]2c2nc(-c3ccc4ccccc4c3)no2)o1	?
CCOc1ccccc1NC(=O)C(C)Sc1nc2c(c(=O)[nH]1)CCCC2 (stereo unspecified)	i
O=C(c1cccs1)N1CC[C@@H]2[C@@H](CCC(=O)N2CCc2cnc[nH]2)C1	-5.0%
Cc1ccc(C(=O)N2CCN(c3cc(-c4ccc(Cl)cc4)[nH]n3)CC2)c(C)c1	-19.3%
CCOc1ccc(C2c3[nH]c4ccccc4c3CCN2C(=O)CCC2CCCC2)cc1 (stereo unspecified)	-10.4%
O=c1[nH]c(C2CCCN([S+](=O)([O-])c3cccc(C(F)(F)F)c3)C2)nn1-c1ccccc1 (stereo unspecified)	-0.7%

Other structures follow.
SMILES	Pf Dd2 growth
CNC(=O)[C@@H]1CN(C(=O)c2cccc(OC)c2)C[C@H]1COC	-4.8%
CCn1c(=O)sc2cc(NC(=O)c3cccc(OC)c3)ccc21	-15.5%
CCOC(=O)CC1(NC(=O)N2CCc3c(nc(-c4ccccc4)[nH]c3=O)C2)CCCCC1	-7.3%
COCC(=O)NC1CCC12CCN(S(=O)(=O)c1cccc(OC)c1)CC2 (stereo unspecified)	-4.9%
O=C(Cc1cccc(Cl)c1)N1CCC2(CC1)N(c1ccccc1)C(=O)CS2(=O)=O	?
CS(=O)(=O)c1ccc(CN2CCC[C@H]2c2nc(-c3ccnc(N4CCC(C(N)=O)CC4)c3)no2)cc1	?
CCN1C(=O)CCN(S(C)(=O)=O)CC12CCOCC2	0.6%
COc1ccc(-c2nc3sc(CCNC(=O)C(=O)Nc4cc(C)cc(C)c4)c(C)n3n2)cc1	76.1%[activator]
CC(=O)c1ccc(N2CCN(S(=O)(=O)c3cc(-c4noc(C)n4)ccc3C)CC2)cc1	13.1%
COC(=O)C(NC(=O)N1CCc2nc3cc(-c4ccccc4)[nH]n3c(=O)c2C1)C(C)C (stereo unspecified)	i[5.79 µM]
CC(C)C1C(=O)Nc2ccc(S(=O)(=O)NCc3ccc(Cl)cc3)cc21 (stereo unspecified)	-15.0%
COc1ccc2nc(NC(=O)c3ccc(S(=O)(=O)N4CCCC(C)C4)cc3)sc2c1 (stereo unspecified)	?

Fetched one by one from above (four):
SMILES	Pf Dd2 growth
CCN1C(=O)CCN(S(C)(=O)=O)CC12CCOCC2	0.6%
CC(=O)c1ccc(N2CCN(S(=O)(=O)c3cc(-c4noc(C)n4)ccc3C)CC2)cc1	13.1%
CS(=O)(=O)c1ccc(CN2CCC[C@H]2c2nc(-c3ccnc(N4CCC(C(N)=O)CC4)c3)no2)cc1	?
CNC(=O)[C@@H]1CN(C(=O)c2cccc(OC)c2)C[C@H]1COC	-4.8%

The list continues.
SMILES	Pf Dd2 growth
CCS(=O)(=O)N1CC(=O)N(c2ccc(Cl)cc2)C(C)(C(=O)NC2CCCCC2)C1 (stereo unspecified)	i
COc1cc(Cl)c(C)cc1NC(=O)c1ccc(CN2C(=O)CCn3nc(C)cc32)cc1	-3.4%
O=C(O)COc1ccc(-c2nccc3c2C(=O)N(Cc2ccccc2)CC(CNC(=O)c2ccc(F)cc2)O3)cc1 (stereo unspecified)	?
COC[C@@H]1CN(Cc2ccc(Cl)cc2F)C[C@H]1C(=O)NC1CC1	-13.9%
COCC(=O)NC1CCC12CCN(C(=O)COc1ccc(F)cc1)CC2 (stereo unspecified)	-12.7%
Cc1nc(CC2CCN(C(=O)Cc3ccccc3)CC2)n[nH]1	23.8%
COc1ccc(C(=O)CCC(=O)Nc2ccc(F)cc2F)cc1	-3.5%
Cc1ccc(-c2noc([C@@H]3C[C@@H](O)CN3Cc3ccccc3O)n2)cc1F	i
Cc1ccc(NC(=O)Cn2cnc3c(oc4ccccc43)c2=O)cc1	-17.7%[0.594 µM]
NC(=O)C1CCN(CC2(O)CCCN(CCCc3ccccc3)C2=O)CC1 (stereo unspecified)	3.2%
COc1cccc(N2CC(NC(=O)c3cc(Cl)ccc3OC)CC2=O)c1 (stereo unspecified)	i
O=S(=O)(c1ccc(F)cc1)N1CCC(Oc2ccc(-c3noc(C4CC4)n3)cc2)C1 (stereo unspecified)	-12.0%[5.79 µM]
CCOC(=O)Cc1ccc(NC(=O)Nc2cc3c(cc2N2CCCCC2)n(C)c(=O)n3C)cc1	?
COc1cccc(CNC(=O)Cn2c(-c3ccccc3)nc(C)cc2=O)c1	?
CC(=O)NC1CCN(Cc2cn(-c3ccccc3F)nc2-c2cc(C)sc2C)C1 (stereo unspecified)	?
Cc1nc(Oc2ccc(F)cc2Cl)c2oc3ccccc3c2n1	-3.0%
CCOc1ccc(/C=C/c2nc(C#N)c(NC(C)c3ccccc3)o2)cc1 (stereo unspecified)	-9.0%
O=C(NC1CCCC1)c1ccc2c(c1)n(Cc1cccc(F)c1)c(=O)c1ccnn12	?
O=C1NCCN2CC3(CCN(C(=O)NCCc4ccccc4)CC3)CC12 (stereo unspecified)	i
Cc1ccc(-c2cc3c(=O)n(CCNC(=O)c4ccc5ccccc5n4)ccn3n2)c(C)c1	-19.2%
Cc1cc(-c2nc3ncccc3o2)ccc1NC(=O)c1ccc(Br)cc1	11.1%
O=C(NCCn1nc(-c2ccccc2)ccc1=O)C1NCCc2[nH]cnc21 (stereo unspecified)	-13.1%
Cc1cc(C)n(CC(=O)N2CC(F)(F)C[C@H]2c2nc(C3CC3)no2)n1	20.1%
CCOc1ccc(NC(=O)CCCc2nnc3n(C)c(=O)c4sccc4n23)cc1	-6.8%
Cc1ccc(O)c(-c2ccnc3cc(-c4ccc(Cl)cc4)nn23)c1	?
O=C1NCCOCCN[C@H]2CCC[C@@H]12	62.8%[activator]
Cc1ccc(CN2CCC(CNc3cc(C4CC(O)C4)ncn3)CC2)o1 (stereo unspecified)	-17.0%
COc1cccc(OCc2nc(C(=O)NCc3cn(C)nc3C)co2)c1	3.8%
COc1cc(NC(=O)Cn2c(C)cc3nc4n(c(=O)c32)CCCCC4)cc(OC)c1OC	i
CCOc1cc(-c2nnc(SCC(=O)Nc3ccc(F)c(F)c3)nc2-c2ccc(OC)c(OCC)c2)ccc1OC	15.4%
Cc1ccccc1NC(=O)CSc1nc2ccccc2c2nc(CCn3cncc3C)nn12	-18.3%
COC(=O)c1ccc(NC(=O)N2CCCC(CN3CCOCC3)CC2)cc1 (stereo unspecified)	i
COC(=O)c1ccc(Cl)cc1NC(=O)NCc1c(-n2cccc2)sc2c1CCCC2	-3.4%
Cn1c([C@H]2CCN(C(=O)c3cnccn3)C2)nc2ccccc21	11.7%[44.1 µM]
Cc1ccc([S+](=O)([O-])NC2CCCN(c3nc4ncccc4o3)C2)cc1 (stereo unspecified)	?
O=C(NC1CCCc2c1[nH]c1ccc(F)cc21)c1ccc2c(c1)OCO2 (stereo unspecified)	-17.2%
COc1ccc(CNC(=O)CCC2N=C3c4ccccc4N=C(SCC(=O)NCCc4ccc(OC)c(OC)c4)N3C2=O)cc1 (stereo unspecified)	-1.4%
CN1CCC(Oc2ncccc2C(=O)N(C)C)C1 (stereo unspecified)	0.1%
Cn1cnnc1CCNC(=O)[C@H]1CNC[C@@H](C(=O)N2CCOCC2)C1	-10.9%
Cc1ccc(Cn2c(C3CCN(C(=O)c4ccsc4)CC3)n[nH]c2=O)cc1	i
Cc1noc(C2CC3(CCN(C(=O)CCc4c(C)nn(C)c4C)CC3)CN2C)n1 (stereo unspecified)	-3.2%
O=C(c1ccc(Cl)cc1Cl)N1CCC(c2nnc3n2C(C(=O)N2CCOCC2)CC3)CC1 (stereo unspecified)	20.6%
CC(C)(C)c1ccc(NC(=O)O[C@@H]2CO[C@H]3[C@@H]2OC[C@@H]3Nc2nccc(C(C)(C)C)n2)cc1	i
COc1cccc(-c2nc(SCC(=O)NCC3CCCO3)c(-c3ccc(F)cc3)[nH]2)c1 (stereo unspecified)	-25.3%
COc1nc2c(cc1CNC(=O)[C@@H](N)CO)C(=O)N(CCc1ccccn1)C2	-4.6%
COc1cccc(CNC(=O)c2ccc3c(c2)c(C)c(C)n3Cc2ccccc2)c1OC	4.4%
COCC(=O)N1C[C@@H]2CCCN3CCC[C@@H]([C@H]23)[C@H]1CCCC(=O)NCC1CC1	14.5%
Cc1ccc(C)c(N2CCN(C(=O)c3cccn3-c3nnc(N4CCCCC4)s3)CC2)c1	-16.5%
CCOc1ccc(NC(=O)Cn2c(=O)n(Cc3nc(-c4ccccc4)no3)c(=O)c3ccccc32)cc1	2.7%[5.79 µM]
Cc1ccc(Cl)cc1N1CCN(C(=O)c2ccc(C)c(-n3c(C)nc4cccnc43)c2)CC1	?
O=C1NCc2ccccc2CC12CCCCN2CC1=CCCCC1 (stereo unspecified)	?
O=C1NCc2ccccc2CC12CCN(Cc1ccccn1)CC2	4.2%
O=c1[nH]c(N2CCOCC2)nc2c1CCN(Cc1ccc(Cl)c(F)c1)CC2	?
CCCOc1ccc(C2c3c(-c4ccccc4O)n[nH]c3C(=O)N2CCc2ccccc2)cc1OCC (stereo unspecified)	4.47µM*
O=C(CC1CCCC1)N1CC[C@@]2(O)CCN(Cc3ccccn3)C[C@H]2C1	-2.2%
COCCN1CCC(N2CCN(S(=O)(=O)c3ccc(F)c(Cl)c3)CC2)C1=O (stereo unspecified)	-9.7%

Source: PubChem BioAssay (National Center for Advancing Translational Sciences (NCATS))

This is a subset (hit frequency here may not be typical).
